Pol eta inh: blocks human DNA polymerase eta activity; recombinant Pol eta, fluorescent DNA replication assay; Potency, µM (series often up to 114 µM), for the others: at the top dose activity change, negative = inhibition, actives largely listed as inhibitors; Q9Y253; actives 1.2% (n = 390,000); also: potency is read from the fitted curve at half-maximal effect; % is scaled to controls: 0 for no effect and ±100 for the full control effect
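Pol eta at 10 nM preincubated with compounds 15 min at room temperature; reaction started with fluorescent substrate (50 nM final) and read kinetically at 0 and 10 min.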
GRP78 ERSR act: ER stress response induction in glioma | U87-MG GRP78 promoter luciferase reporter, 16 h | Potency, µM, inactives show top-dose activation, hits mostly activators | actives 0.02% (n = 420,000); also: potency is read from the fitted curve at half-maximal effect; series mostly up to about 76 µM; % of control where 0% means no effect; nearly all actives have a fitted effect of over 35% in size
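Stably transfected U87-MG human glioma cells carrying a GRP78-based luminescent sensor were seeded at 1000 cells/well, pin-dosed with compounds and incubated 16 h. Luciferase reagent was then added, and end-point luminescence was read after 10 min at room temperature.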
POLI inh: DNA polymerase iota (human) inhibition; Q9UNA4; actives 1% (n = 390,000); Potency, µM (top dose mostly 115 µM), inactives show at the top dose activity, negative = inhibition, usual class: inhibitors; AID 588590; Pol iota fluorescent replication assay, 10 min; also: potency is read from the fitted curve at half-maximal effect
Target sequence (Q9UNA4 whole entry, looked up): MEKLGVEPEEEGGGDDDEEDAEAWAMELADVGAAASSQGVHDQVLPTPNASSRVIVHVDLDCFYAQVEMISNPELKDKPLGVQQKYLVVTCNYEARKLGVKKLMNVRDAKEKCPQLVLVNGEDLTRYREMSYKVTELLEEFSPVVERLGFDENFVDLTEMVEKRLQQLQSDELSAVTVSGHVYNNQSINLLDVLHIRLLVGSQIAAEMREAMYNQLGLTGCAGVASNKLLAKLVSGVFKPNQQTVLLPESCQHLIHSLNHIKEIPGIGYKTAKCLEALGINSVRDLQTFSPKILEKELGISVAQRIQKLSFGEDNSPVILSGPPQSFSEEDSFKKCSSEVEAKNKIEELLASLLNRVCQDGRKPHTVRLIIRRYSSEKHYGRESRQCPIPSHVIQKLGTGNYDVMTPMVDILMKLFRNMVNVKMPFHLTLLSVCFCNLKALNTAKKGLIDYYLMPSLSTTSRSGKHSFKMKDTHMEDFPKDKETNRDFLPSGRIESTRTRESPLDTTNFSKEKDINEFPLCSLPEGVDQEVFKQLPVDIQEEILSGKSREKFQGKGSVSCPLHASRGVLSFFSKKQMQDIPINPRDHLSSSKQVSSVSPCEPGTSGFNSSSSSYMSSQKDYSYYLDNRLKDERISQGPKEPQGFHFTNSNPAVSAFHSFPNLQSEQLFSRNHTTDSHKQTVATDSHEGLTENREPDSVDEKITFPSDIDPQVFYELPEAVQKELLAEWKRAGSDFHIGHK
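Fluorescent replication assay read twice, at 0 min and 10 min after adding 50 nM (final) substrate. Enzyme (10 nM) and compounds were first incubated 15 min at room temperature; enzyme-free buffer wells were negative controls.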
APE1 inh: blocks human APE1 abasic DNA cleavage | P27695 | Potency, µM (series often up to 65.8 µM), without a hit: at the top dose activity change, negative = inhibition, actives largely listed as inhibitors | actives 0.35% (n = 350,000) | recombinant APE1, TAMRA/BHQ-2 abasic DNA cleavage fluorescence;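 also: potency is read from the fitted curve at half-maximal effect; plate controls were vehicle for no effect and reference inhibitor for full effect; nearly all actives have a fitted effect of over 55% in size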
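Kinetic fluorescence read (525 ex/598 em nm, three reads 60 s apart) of AP-site incision; signal = third minus first read. Enzyme 0.75 nM, dual-labelled THF duplex 50 nM, compound preincubation 15 min RT.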
Pol kappa inh: inhibitors of human DNA polymerase kappa; actives 0.53% (n = 400,000); Potency, µM (titrated, usually from 107 µM), inactives show at the top dose activity, negative = inhibition, hits mostly inhibitors; purified Pol kappa, fluorescent DNA synthesis assay, 10 min; AID 588579; also: potency is read from the fitted curve at half-maximal effect; % is scaled to controls: 0 for no effect and ±100 for the full control effect
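Kinetic fluorescence screen: compound preincubated 15 min RT with 10 nM enzyme; 50 nM substrate (final) initiates; reads at 0/10 min.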
BLM inh: blocks DNA unwinding by human BLM helicase. P54132. recombinant BLM DNA unwinding, fluorescence dequenching. Potency, µM (highest dose often 56.1 µM), without a hit: top-dose activity change, negative = inhibition, hits mostly inhibitors. actives 0.2% (n = 350,000). AID 2528;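 also: potency is read from the fitted curve at half-maximal effect; plate controls were vehicle for no effect and no enzyme for full effect; nearly all actives have a fitted effect of over 35% in size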
LDHA inh: blocks human lactate dehydrogenase A | P00338 | actives 0.15% (n = 480,000) | activity change, % (values are at about 110 or 230 µM) | purified LDHA, NADH/diaphorase-resazurin fluorescence; active compounds read low; in the data active = activity change below about -30%; inconclusive = mostly about -25% to -30%;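 also: plate controls were DMSO wells for no effect and wells without enzyme for full effect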
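Human LDH5 at 2 nM final in Tris HCl pH 7.4 with 0.06 mM NADH and 0.2 mM pyruvate, reacted 5 minutes at room temperature. Remaining NADH coupled via diaphorase/resazurin; resorufin fluorescence read at 0 and 20 minutes, normalized to enzyme-free and DMSO wells.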
POLB inh: DNA polymerase beta (human) inhibition; Pol beta primer extension/strand displacement, fluorescence kinetic; Potency, µM (series often up to 114 µM), for inactives: at the top dose activity change, negative = inhibition, actives largely listed as inhibitors; actives 1.3% (n = 340,000); AID 485314; also: potency is read from the fitted curve at half-maximal effect; % is scaled to controls: 0 for no effect and ±100 for the full control effect
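10 nM enzyme + cpd, 15 min RT; start with substrate 50 nM final; read 0 min and after 10 min RT. Corrected, normalized data; 4-parameter Hill curve fit.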
Anesthetic bind: binds horse apoferritin like a general anesthetic | P02791 | apoferritin/1-aminoanthracene competitive binding, fluorescence | actives 0.074% (n = 350,000) | Potency, µM (highest dose often 77.5 µM), without a hit: at the highest dose activity change, negative = displacement, most hits filed as inhibitors; also: potency is read from the fitted curve at half-maximal effect; % is scaled to controls: 0 for no effect and ±100 for the full control effect; nearly all actives have a fitted effect of over 20% in size
Target sequence (P02791 2-175 limits assumed): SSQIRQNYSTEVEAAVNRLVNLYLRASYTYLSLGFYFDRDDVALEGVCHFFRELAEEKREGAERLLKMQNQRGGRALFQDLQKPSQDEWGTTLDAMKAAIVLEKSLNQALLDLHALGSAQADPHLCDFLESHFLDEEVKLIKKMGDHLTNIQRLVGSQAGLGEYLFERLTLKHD
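Probe: 1-aminoanthracene (50% saturated, PBS). Protein: horse-spleen apoferritin, 10 uM. Incubation: 10 min, room temperature. Detection: 380 nm excitation, 535 nm emission. Analysis: normalized response, four-parameter Hill.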
Numbers without * were called inactive; ? = inconclusive; . = not tested or not shown; & = joins results of further samples; [ ] = remark or other dose. Unless noted, calls follow the shape of the dose curve; as a rule, active = well fitted curve in the direction sought with a large enough effect; inconclusive = small, poorly fitted or top-dose-only effect, or another doubt; inactive = no such curve, though single readings can be large; an effect the other way counts as inactive or inconclusive. A portion of the library. The share of hits here may be higher or lower than overall.

SMILES	Pol eta inh	GRP78 ERSR act	POLI inh	APE1 inh	Pol kappa inh	BLM inh	LDHA inh	POLB inh	Anesthetic bind
CCCCn1c(O)c(C(C)=Nc2c(C)n(C)n(-c3ccccc3)c2=O)c(=O)[nH]c1=O	-3%	-5%	0%	4%	-17%	-3%	-7	14%	-12%
Cc1ccc2c(c1)C(Cc1nc3ccccc3c(=O)n1-c1ccc(Br)cc1)C(=O)N2 (stereo not drawn)	.	.	42%[activator]	.	-3%	-4%	1&-2	-2%	-23%
COc1ccc(CN2C(=O)CC(=O)NC2=O)cc1	-7%	-4%	-2%	0%	-5%	-2%	-2	0%	-22%
Nc1ccncc1	-16%	-5%&1%&0%&-1%&-5%&-3%&-2%	12%	4%&1%&2%&-10%&-2%&29%&-8%	6%[60.1 µM]	-7%&1%&4%&2%&4%	-6	2%	-1%
COc1cc(/C=C/c2nc3ccccc3c(=O)n2-c2ccc(O)cc2)ccc1O	?	-2%	?	-25%	?	-15%	-14	?	2%
COc1ccc(Br)cc1CN1CCN(CCO)CC1	-7%	-5%	-19%[58.9 µM]	-4%	-7%	-2%	-15	-7%	-9%
CCOc1ccc(CC2C(=O)NC(=O)N(c3ccc(CC)cc3)C2=O)cc1 (stereo not drawn)	6%	-7%	?	3%	3%	1%	-3	-10%	-7%
CC(C)(C)C(=O)OCC12CCC(O1)C1(C)C(=O)OCC21 (stereo not drawn)	-20%	1%	-5%	3%	-8%	-8%	-7	45%	-16%
CS(=O)c1ccc(-c2nc(-c3ccc(F)cc3)c(-c3ccncc3)[nH]2)cc1 (stereo not drawn)	.	-3%&-2%&-6%	.	17%&-4%	?	4%&-5%	.	.	-2%
Cc1ccc(C(O)(c2ccc(C)c(C)c2)C2CN3CCC2CC3)cc1C (stereo not drawn)	1%	-4%	-14%	-5%	-3%	-1%	-6&3	-4%	-10%
Cn1c(O)c(C=NCCN2CCN(C(=O)Nc3ccccc3)CC2)c(=O)n(C)c1=O	-2%	3%	42%[activator]	-2%	-5%	-2%	-5	1%	0%
Cc1ccc(NC(=O)CSc2nnc([C@@H](N)Cc3c[nH]c4ccccc34)o2)c(C)c1	-13%	-3%	20%	?	-8%	-1%	-5	38%	-23%
c1ccc2c(c1)Nc1ccccc1S2	-22%	2%&-1%&1%	7%	-6%&4%	3%	-2%&-14%	-9	?	2%
O=C(CN1CCOCC1)c1cccc([N+](=O)[O-])c1	.	-2%	12%	.	-3%	.	1	.	.
COc1ccc(C(=O)C2CCCN(C3CSCCSC3)C2)cc1OC (stereo not drawn)	-14%	-5%	162%[activator]	0%	4%	-2%	-7	18%	-12%
C=CCn1c(O)c(C(C)=Nc2cccc(C(=O)O)c2)c(=O)[nH]c1=O	-13%	-6%	16%	1%	7%	0%	4	21%	-8%
CCN(CC)c1ccc(N=Cc2c(O)n(-c3ccccc3C)c(=O)[nH]c2=O)cc1	-11%	-1%	-18%	-3%	-9%	-1%	11	-12%	-15%
CC12CC[C@H]3[C@@H](CCC4(O)C[C@H](O)CCC34/C=N/NC(=O)c3ccccc3Cl)C1(O)CCC2C1=CC(=O)OC1 (stereo partly drawn)	-14%	-5%	-24%	-7%	-23%	-2%	-3	44%	4%
O=C1C=C2C=C[C@H]3C[C@]2(O1)[C@@H]1CCCCN13	5%	-3%	-21%	-4%	-10%	-2%	-5	14%	2%
N#Cc1c(Oc2cccc(OS(=O)(=O)CCCC(F)(F)F)c2)cccc1C(F)(F)F	.	-3%	.	-3%	3%[60.1 µM]	-9%	.	.	-8%
C/C(=N\Nc1cccc2ccccc12)c1c(O)n(Cc2ccccc2)c(=O)[nH]c1=O	-17%	2%	21%	-3%	-10%	-9%	29	-27%	-21%
O=C1/C(=C/c2cc([N+](=O)[O-])ccc2Cl)N2CCC1CC2	7%	1%	-2%	4%	-21%	-1%	1	18%	?
CCOC(=O)C1SC2(C(F)F)CC1(O)c1c(c(OC)c3occc3c1OC)O2 (stereo not drawn)	-7%	-2%	0%	-2%	-21%	-5%	5	-11%	-3%
OC(c1ccccc1)(c1ccccc1)C1CN2CCC1CC2 (stereo not drawn)	-20%	-3%&-3%	22%	2%	0%[19.4 µM]	2%&0%	-11&-5	2%	-6%
CCCCCc1cc(O)c2c3c(c(=O)oc2c1)CN(C)CC3	?	0%	17%	1%	-23%	-5%	-5	-10%	22%
Cc1sc2ncnc(N3CCC(C(=O)Nc4ccc(C#N)c(Cl)c4)CC3)c2c1C	-20%	-4%	5%	-5%	?	.	0	.	.
Oc1ccc2c3c1O[C@H]1c4oc5ccccc5c4C[C@@]4(O)C(C2)N(CC2CC2)CCC314 (stereo partly drawn)	-1%[57.1 µM]	-3%	-12%[58.9 µM]	-12%	2%[60.1 µM]	.	.	-11%[57.1 µM]	.
CNC(C)(C)Cc1ccccc1	-18%	0%&-4%&2%	3%	43%[activator]	-5%	-8%	-8	.	0%
NCC1(c2ccc3c(c2)OCCO3)CCCC1	-16%	-4%	6%	-6%	-5%	3%	2	23%	-7%
CCOC(=O)c1c(N)n(Cc2ccccc2)c2nc3ccccc3nc12	5%	-6%	0%	1%	-3%	-4%	-3	-27%	88%[activator]
Cc1ccc(-c2cc(-c3ccc(C)cc3)[n+](-c3ccccc3)c(-c3ccc(C)cc3)c2)cc1	0%	-10%	?	26%	-1%	.	0	.	.
O=C(Nc1cccc(Br)c1)c1c(O)c2c(n(Cc3ccccc3)c1=O)CCCC2	0%	-2%	-8%	-7%	6%	-3%	0	0%	-2%
COC(=O)C1=C(c2ccc(OC(F)(F)F)cc2)C[C@@H]2CC[C@H]1N2C(=O)NCCc1ccccc1	-17%	-5%	23%	20%	5%	.	7	.	.
Cc1ccc(NC2C(=O)NC(=O)NC2=O)cc1	79µM*	4%	0.71µM*	.	-15%	.	3	.	.
Oc1ccc(Cl)c(Cl)c1Cl	-11%	-3%	0%	?	8%	.	0	.	.
COC(=O)C1=C(c2ccc(F)cc2OCc2ccccc2)C[C@@H]2CC[C@H]1N2C(=O)NC1CCN(Cc2ccccc2)CC1	-26%	-7%	14%	3%	0%	.	-2	.	.
CN1CCC(C)(O)C2CCCCC21 (stereo not drawn)	-16%	-1%	158%[activator]	2%	1%	-3%	-4	1%	-3%
O=C1Nc2ccccc2/C1=C/c1nc2ccccc2c(=O)n1-c1ccc(O)cc1	?	-3%	18µM*	2%	?	-17%	-10	?	-5%
CC(C)OP(=O)(OC(C)C)C(O)c1ccccc1F (stereo not drawn)	-9%	-5%	182%[activator]	20%	-2%	1%	-8	32%	8%
COc1ccc2c(CN3CC=C(c4ccccc4)CC3)cc(=O)oc2c1	-11%	-1%	41%[activator]	-3%	-2%	-3%	3	?	-9%
O=C(Nc1ccc(F)cc1)OC1CN2CCC1CC2 (stereo not drawn)	-5%	-8%	-12%	-6%	3%	-2%	-2	-21%	2%
CC1(C)NC(=O)[C@H]2CCCN21	-6%	-2%	10%	.	22%	.	-4	.	.
CC(=O)N1CC(=O)Nc2ccc(Br)cc2C1c1ccc(F)cc1 (stereo not drawn)	10%	2%	13%	5%	-10%	0%	-2	4%	9%
O=C1Nc2ccccc2C1Cc1nc2ccccc2c(=O)n1-c1ccccc1 (stereo not drawn)	?	-3%	?	-9%	-15%	-2%	10&-15	3%	-20%
COCc1cc(OC(=O)N(C)C)nc(-c2ccc(C)c(Cl)c2)n1	-17%	-3%	40%[activator]	?	1%	-5%	-3	3%	4%
Cc1ccc(-n2c(O)c(C=NCCN3CCNCC3)c(=O)[nH]c2=S)cc1	-12%	8%	-24%	29%	13%	1%	-2	3%	-6%
O=[N+]([O-])c1ccc(NC2CCN(Cc3ccccc3)CC2)c2ccncc12	-16%	-5%	59%[activator]	13%	3%	-1%	10	1%	-8%
Cc1cc(Oc2ccc(C(F)(F)F)cc2[N+](=O)[O-])c2c3c(c(=O)oc2c1)CCC3	-22%	-4%	128%[activator]	2%	-2%	-4%	-5	2%	-7%
CN(C(=O)CN1CC=C(c2ccccc2)CC1)c1c(N)n(Cc2ccccc2)c(=O)[nH]c1=O	-25%	2%	47%[activator]	-2%	6%	-2%	-3	3%	-9%
C[C@]12CC[C@H](O)CC1=CC(=O)C1C2CC[C@]2(C)C(=O)CCC12 (stereo partly drawn)	-19%	-4%	104%[activator]	21%	-3%	.	-9	.	.
Cc1cc(O)ccc1Cl	.	-4%&-1%	.	0%&-4%	4%&-6%[60.1 µM]	-1%&-7%	.	.	?
O=C(O)CF	.	0%	.	3%	-6%[60.1 µM]	1%	.	.	1%
COC(=O)C1=C(c2ccc(OC(F)(F)F)cc2)C[C@@H]2CC[C@H]1N2C(=O)NCCOc1ccccc1	-20%	-3%	-26%	-14%	-18%	.	1	.	.
O=C1C(Cl)=C(N2CCOCC2)C(=O)N1c1ccccc1F	-14%	3%	18%	32%	10%	1%	1	12%	?
C=CC[C@]1(O)CC[C@H]2[C@@H]3CCC4=CC(=O)CCC4=C3C=C[C@@]21C	.	-7%	.	-1%	9%[60.1 µM]	-5%	.	.	42%[activator]

Ordered by length of the SMILES (rising): part of the list above.
SMILES	Pol eta inh	GRP78 ERSR act	POLI inh	APE1 inh	Pol kappa inh	BLM inh	LDHA inh	POLB inh	Anesthetic bind
c1ccc2c(c1)Nc1ccccc1S2	-22%	2%&-1%&1%	7%	-6%&4%	3%	-2%&-14%	-9	?	2%
OC(c1ccccc1)(c1ccccc1)C1CN2CCC1CC2 (stereo not drawn)	-20%	-3%&-3%	22%	2%	0%[19.4 µM]	2%&0%	-11&-5	2%	-6%
O=C(CN1CCOCC1)c1cccc([N+](=O)[O-])c1	.	-2%	12%	.	-3%	.	1	.	.
O=C1C=C2C=C[C@H]3C[C@]2(O1)[C@@H]1CCCCN13	5%	-3%	-21%	-4%	-10%	-2%	-5	14%	2%
CC12CC[C@H]3[C@@H](CCC4(O)C[C@H](O)CCC34/C=N/NC(=O)c3ccccc3Cl)C1(O)CCC2C1=CC(=O)OC1 (stereo partly drawn)	-14%	-5%	-24%	-7%	-23%	-2%	-3	44%	4%

Source: PubChem BioAssay (National Center for Advancing Translational Sciences (NCATS))
